Source: PubChem BioAssay
CYP2C19 act = activators of human cytochrome P450 2C19; P33261; 96,000 tested, under 10 active; activation factor at 5 µM; AID 1025; recombinant CYP2C19, luciferin-H EGE luminescence; stronger effect = higher value; 0 = fully inhibited enzyme, 1 = untreated enzyme;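 active = activation factor of at least 2 at 5 µM in the primary screen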;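 note: 0 = wells with 2.5 mM tranylcypromine and 1 = vehicle-only wells; values of inactives mirror those of a sister screen read the other way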
CYP2C19 inhib = inhibitors of human CYP2C19. P33261. CYP2C19 Supersomes, luciferin-H EGE luminescence, 30 min. inhibition, % at 5 µM. 21% of 96,000 active. AID 778;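 active = CYP2C19 inhibition above a set limit at 5 µM in the primary screen, cut at about 50% in these data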;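 note: plate controls were negative control wells for no effect and 2.5 mM tranylcypromine positive control for full effect; values of inactives mirror those of a sister screen read the other way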
CYP2C9 inh = human CYP2C9 inhibition | AID 777 | P11712 | 20% of 96,000 active | CYP2C9 Supersomes, luciferin-H conversion, luminescence | inhibition, % at 5 µM;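 active = blocking of liver enzyme CYP2C9 beyond about 50% at 5 µM, limit read from the data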; note: values of inactives mirror those of a sister screen read the other way
Target sequence (P11712 whole entry, looked up): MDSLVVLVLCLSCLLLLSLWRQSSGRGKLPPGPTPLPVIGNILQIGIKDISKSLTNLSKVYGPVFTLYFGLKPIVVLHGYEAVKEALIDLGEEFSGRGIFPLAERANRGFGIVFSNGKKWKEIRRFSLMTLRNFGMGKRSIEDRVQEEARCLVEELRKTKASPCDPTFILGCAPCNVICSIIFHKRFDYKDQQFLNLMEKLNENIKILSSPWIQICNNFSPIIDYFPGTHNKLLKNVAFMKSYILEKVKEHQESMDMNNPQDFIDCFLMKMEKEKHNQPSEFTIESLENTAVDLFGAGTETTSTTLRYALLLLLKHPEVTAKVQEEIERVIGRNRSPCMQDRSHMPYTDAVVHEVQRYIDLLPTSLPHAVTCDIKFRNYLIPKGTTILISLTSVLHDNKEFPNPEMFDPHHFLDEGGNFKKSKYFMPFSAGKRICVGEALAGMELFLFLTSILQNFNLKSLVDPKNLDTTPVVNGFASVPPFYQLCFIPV
HUVEC tox IL1B = HUVEC cytotoxicity counter-screen, IL-1B stimulated; HUVEC cell count loss, Hoechst imaging; cell count reduction, % at 2 µM; 0.41% of 94,000 active;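 active = cell count reduction more than 3 SD above the screen-wide mean, cut at about 70% in these data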;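 note: normalized per plate to untreated control cells as the no-loss baseline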
HUVEC tox TNFa = HUVEC cytotoxicity counter-screen, TNF alpha stimulated. AID 848. cell count reduction, % at 2 µM. 0.17% of 93,000 active. HUVEC TNFalpha-stimulated, Hoechst cell count, imaging;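 active = cell count reduction exceeding the screen mean by over 5 SD, scaled to untreated wells per plate, cut at about 78% in these data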;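 note: cells counted after 24 h of TNF alpha exposure following the 1 h pretreatment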
DAT uptake mod = human DAT dopamine uptake with cocaine, either direction | LLC-PK1 hDAT cells, [14C]-dopamine uptake with cocaine IC80; actives deviate in either direction | B-score at 10 µM | 1.3% of 110,000 active | AID 449768;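 active = Z score or B-score, a plate-position-corrected score, falls beyond the plate's 99.7% confidence bounds, in either direction; inactive = both scores lie inside the 99.7% bounds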;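 note: scored against the spread of the other compound wells on the same plate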
Target sequence (Q01959 whole entry, looked up): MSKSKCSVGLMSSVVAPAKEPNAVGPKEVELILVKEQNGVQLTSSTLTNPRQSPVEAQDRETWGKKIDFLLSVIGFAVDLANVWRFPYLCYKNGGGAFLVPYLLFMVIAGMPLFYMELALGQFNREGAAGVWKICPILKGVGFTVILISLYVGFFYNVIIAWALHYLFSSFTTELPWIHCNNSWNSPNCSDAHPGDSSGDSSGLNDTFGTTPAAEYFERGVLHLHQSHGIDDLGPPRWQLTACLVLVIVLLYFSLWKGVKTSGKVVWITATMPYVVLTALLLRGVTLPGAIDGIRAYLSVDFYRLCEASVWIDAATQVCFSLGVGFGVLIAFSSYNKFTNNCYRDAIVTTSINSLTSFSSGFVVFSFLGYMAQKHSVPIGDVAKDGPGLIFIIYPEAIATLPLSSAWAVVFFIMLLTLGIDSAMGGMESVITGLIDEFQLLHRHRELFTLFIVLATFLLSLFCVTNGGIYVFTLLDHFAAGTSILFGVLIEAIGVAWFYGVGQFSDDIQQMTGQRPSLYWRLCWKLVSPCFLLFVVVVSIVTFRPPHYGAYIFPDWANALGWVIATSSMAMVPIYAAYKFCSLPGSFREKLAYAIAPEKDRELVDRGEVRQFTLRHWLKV
Calb biofilm kill = kills Candida albicans biofilms | inhibition, % at 6 µM | 0.14% of 85,000 active | C. albicans biofilm + clotrimazole, Alamar Blue;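 active = inhibition above 20%; inactive = inhibition below 20%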;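 note: preformed 24 hr biofilms exposed to compound for 48 hr; 0% = biofilm without compound and 100% = blank killed by clotrimazole plus chlorhexidine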
VCAM1 TNFa inh = reduces TNF alpha induced VCAM1 expression in HUVEC; HUVEC TNFa-induced VCAM-1 immunofluorescence, high-content imaging; inhibition, % at 2 µM; 0.48% of 95,000 active; AID 802;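 active = inhibition above the batch mean plus 3 SD, with images confirmed as a hit by eye, cut at about 37% in these data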;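 note: 0% = TNF-stimulated DMSO wells and 100% = unstimulated control wells; not every result past the cut was called active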
CYP2C9 act = activators of human CYP2C9; recombinant CYP2C9, luciferin-H conversion, luminescence; stronger effect = higher value; factor 1 = untreated enzyme, 0 = blocked; 1.4% of 96,000 active; activation factor at 5 µM; AID 1024;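 active = activation factor of 2 or more for CYP2C9 at a 5 µM dose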;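 note: 0 = sulfaphenazole-blocked wells and 1 = vehicle-only wells; values of inactives mirror those of a sister screen read the other way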
An asterisk follows results filed as active; / = not tested or not shown.

SMILES	CYP2C19 act	CYP2C19 inhib	CYP2C9 inh	HUVEC tox IL1B	HUVEC tox TNFa	DAT uptake mod	Calb biofilm kill	VCAM1 TNFa inh	CYP2C9 act
CC(C(=O)Nc1ccccc1C(=O)N1CCOCC1)N(c1ccccc1)S(C)(=O)=O (stereo unspecified)	/	/	/	29	3	-0.44	-2	12	/
CC1=NOC(=O)/C1=C/c1ccc(-c2ccc(Cl)cc2)o1	0.2	76*	68*	-70	-24	-0.3	5	1	0.3
O=C(CN1CCOCC1)Nc1ccc(Br)cn1	0.9	8	-9	-11	10	-0.77	6	21	1.1
O=C(CCN1C(=O)c2cccnc2C1=O)NC1CCCCCC1	1	-3	-17	-59	-36	-0.44	/	-5	1.2
Cc1ccc(C(O)c2cccnc2)o1 (stereo unspecified)	0.8	20	25	-1	-13	0.31	11	-4	0.7
CC(C)CC1(C)NC(=O)NC1=O (stereo unspecified)	1	1	-10	-8	-23	-0.45	1	0	1.1
COc1ccc(Nc2nc(C)nc3c2nnn3Cc2ccccc2)cc1OC	/	/	/	-2	-20	-0.43	3	-6	/
CN1C(=O)N(C)C2C1N(CN1CCCCC1)C(=O)N2CN1CCCCC1 (stereo unspecified)	1.1	-14	-1	-8	-19	0.22	3	7	1
Cc1ccc(CNC(=O)c2cc3c(=O)n4cccc(C)c4nc3n(CC3CCCO3)c2=N)cc1 (stereo unspecified)	1	0	8	/	/	/	-4	/	0.9
CCn1c(SCc2nc3cc(OC)c(OC)cc3c(=O)[nH]2)nnc1-c1ccncc1	0.9	6	0	-6	-1	-0.89	-1	-10	1
O=C(CN1CCCCC1)Nc1cccc(-n2cnnn2)c1	0.7	35	0	39	26	-0.029	/	5	1
O=C1CCC(=O)N1c1nc2nc(-c3ccccc3)cc(-c3ccccc3)n2n1	0.9	12	27	/	/	-1.5	-3	/	0.7
COc1ccc(CCNC(=O)Cn2cnc3c(cnn3C(C)(C)C)c2=O)cc1OC	1	5	11	1	-10	0.96	-6	7	0.9
Oc1ccc(Br)cc1-c1cc(-c2ccccc2F)[nH]n1	0.8	16	29	-4	-9	1.1	0	27	0.7
c1ccc2oc(Cc3ccc(Cc4nc5ccccc5o4)cc3)nc2c1	/	/	/	20	0	0.4	9	-2	/

Four entries from above, in CSV form:
SMILES,CYP2C19 act,CYP2C19 inhib,CYP2C9 inh,HUVEC tox IL1B,HUVEC tox TNFa,DAT uptake mod,Calb biofilm kill,VCAM1 TNFa inh,CYP2C9 act
c1ccc2oc(Cc3ccc(Cc4nc5ccccc5o4)cc3)nc2c1,/,/,/,20,0,0.4,9,-2,/
O=C1CCC(=O)N1c1nc2nc(-c3ccccc3)cc(-c3ccccc3)n2n1,0.9,12,27,/,/,-1.5,-3,/,0.7
COc1ccc(Nc2nc(C)nc3c2nnn3Cc2ccccc2)cc1OC,/,/,/,-2,-20,-0.43,3,-6,/
Cc1ccc(C(O)c2cccnc2)o1 (stereo unspecified),0.8,20,25,-1,-13,0.31,11,-4,0.7

Next results follow.
SMILES	CYP2C19 act	CYP2C19 inhib	CYP2C9 inh	HUVEC tox IL1B	HUVEC tox TNFa	DAT uptake mod	Calb biofilm kill	VCAM1 TNFa inh	CYP2C9 act
Cc1onc(-c2ccccc2Cl)c1C(=O)Nc1ccc(S(=O)(=O)N2CCCC2)cc1	0.7	30	75*	7	-22	0.03	15	-6	0.3
O=C(NCCO)c1scc2c1OCCO2	1.1	-8	-17	-36	-8	-0.81	1	2	1.2
Cc1ccc(S(=O)(=O)NNC(=O)C2Cc3c(ccc4ccccc34)O2)cc1 (stereo unspecified)	0.8	20	56*	-22	-32	-8.5*	/	13	0.4
Cc1cc(C)cc(NC(=O)CN2C(=O)NC(C)(c3ccccc3)C2=O)c1 (stereo unspecified)	1	4	-10	-7	1	1.7	10	11	1.1
Cc1ccc(-n2ncc3c(=O)n(CC(=O)NCc4ccco4)cnc32)cc1C	1	-4	-4	/	/	-0.37	16	/	1
COC(=O)c1ccc(Oc2cc(C)nc(SC)n2)cc1	0.1	86*	72*	-23	5	0.46	4	7	0.3
OCCCCNCc1ccc(OCc2ccc(Cl)cc2Cl)cc1	1	0	-17	13	18	0.69	/	-7	1.2
O=C(Nc1nc(-c2cc(Cl)sc2Cl)cs1)c1ccc(Br)s1	1	-4	-2	-15	-33	-0.46	/	2	1
COCCCNC(=O)c1ccc(C(=O)NCCCOC)cc1	1	-2	0	-16	-20	-0.92	9	-1	1
Cc1ccc(NC(=O)Cn2nnc(C(=O)Nc3ccc(C)c(C)c3)c2N)cc1	0.9	6	-58	-6	-7	-0.055	4	18	1.6
CCC(=O)Nc1nnc(-c2ccc(OC)cc2)o1	0.9	7	4	-2	1	-0.41	10	-9	1
CCCNC(=O)CN(C)S(=O)(=O)c1c(C)cc(C)cc1C	/	/	/	-10	-15	-0.14	0	1	/
Cc1cccc2cc(C(c3nnnn3CC3CCCO3)N3CCOCC3)c(=O)[nH]c12 (stereo unspecified)	1	-4	-4	3	-29	-0.64	1	7	1
CCOC(=O)CC(=O)CSc1nc2c(c(C)c1C#N)CCC2	0.8	24	16	23	6	-0.31	7	3	0.8
Cc1ccc(OCc2nnc(SCC(=O)CC(=O)Nc3ccccc3)o2)cc1	0.8	22	49	5	-4	-0.55	-4	-1	0.5

Ordered by value in CYP2C9 act (smallest number first): 5 from the list above
SMILES,CYP2C9 act
Cc1ccc(OCc2nnc(SCC(=O)CC(=O)Nc3ccccc3)o2)cc1,0.5
CCOC(=O)CC(=O)CSc1nc2c(c(C)c1C#N)CCC2,0.8
O=C(Nc1nc(-c2cc(Cl)sc2Cl)cs1)c1ccc(Br)s1,1
O=C(NCCO)c1scc2c1OCCO2,1.2
Cc1ccc(NC(=O)Cn2nnc(C(=O)Nc3ccc(C)c(C)c3)c2N)cc1,1.6

Remaining list, next part:
SMILES	CYP2C19 act	CYP2C19 inhib	CYP2C9 inh	HUVEC tox IL1B	HUVEC tox TNFa	DAT uptake mod	Calb biofilm kill	VCAM1 TNFa inh	CYP2C9 act
Cc1c(N=C2SCC(=O)N2/N=C/c2ccccc2Cl)c(=O)n(-c2ccccc2)n1C	0.9	7	-17	-7	-38	0.56	/	-25	1.2
CCC(CC)=N/N=C/c1c(O)n(CC)c2cc(C3=NNC(=O)CC3)ccc12	/	/	/	-18	-2	0.58	-1	48	/
NC(=O)c1ccccc1N/C=C/C(=O)c1ccco1	0.4	60*	29	22	-24	0.069	4	-5	0.7
Cc1ccc(C(=O)Nn2cnc3scc(-c4cccs4)c3c2=O)c(O)c1	1.1	-10	36	-12	-22	-0.83	/	-12	0.6
Cc1ccc(NC(=O)c2noc3c2CC(C(C)(C)C)CC3)cc1 (stereo unspecified)	1	0	12	10	-18	0.95	2	-1	0.9
CCCCCOC(=O)Nc1ccc(S(=O)(=O)Nn2cnnc2)cc1	1	0	22	/	/	0.31	6	/	0.8
CC(C)(C)OC(=O)C1C(=O)CC(C)(O)C(C(=O)OC(C)(C)C)C1c1cccnc1 (stereo unspecified)	1	-1	14	-3	-3	-0.13	4	-4	0.9
Cn1c(=O)c2[nH]c(N3CCOCC3)nc2n(-c2ccccc2)c1=O	1	2	0	3	-12	-0.026	-2	12	1
COc1ccc(CC(=O)Nc2c3c(nn2-c2ccccc2C)CS(=O)C3)cc1 (stereo unspecified)	/	/	/	-10	-20	-0.43	7	-8	/
COc1ccc(S(=O)NC2CCCCC2)c(OC)c1C (stereo unspecified)	0.7	26	2	-12	0	0.43	6	2	1
Nc1nc2ccccc2n1CCOc1ccccc1Cl	0.4	56*	30	-18	-2	1.1	/	-7	0.7
CC1CCc2nn(CC(=O)NCc3ccc(F)cc3)cc2C1 (stereo unspecified)	0.1	90*	47	18	-1	0.38	/	8	0.5
O=C(O)Cc1ccc(C(=O)c2ccc(F)cc2)s1	1	-4	0	3	-6	0.11	1	-3	1
Cc1cc(C)n(C(=O)c2ccc(NC(=O)C3COc4ccccc4O3)cc2)n1 (stereo unspecified)	0.6	45	-67	-19	85*	0.38	2	98*	1.7
O=C(CSc1nnnn1-c1ccc(F)cc1)Nc1nc2ccccc2s1	1	-1	-1	-4	7	0.07	2	2	1
O=C(O)C1CCN(c2c([N+](=O)[O-])cc(C(F)(F)F)cc2[N+](=O)[O-])CC1	1.1	-7	7	-38	-32	0.19	/	20	0.9
CCCCN(c1ccccc1)c1ncnc(N)c1[N+](=O)[O-]	0.8	22	16	-16	16	-1.5	/	-3	0.8
Cc1ccc(-c2nnc(C)c(N3CCOCC3)n2)cc1	0.9	12	1	20	-10	1.3	/	4	1
C=CCSc1nc(N)c(C#N)c(-c2ccccc2)c1C#N	0.9	14	29	-26	-33	-0.82	6	13	0.7
O=C(CSc1nnc2scc(-c3ccc(Cl)cc3)n12)NCc1ccco1	0.4	56*	38	-13	-1	-0.19	5	-3	0.6
CCOC(=O)c1cc(-c2ccccc2)sc1NC(=O)CN1C(=O)c2ccccc2C1=O	/	/	/	13	-14	1.3	/	-9	/
O=Nc1c(O)n(Cc2ccc(Cl)c(Cl)c2)c2ccccc12	0.5	51*	62*	-36	-9	-0.091	/	-13	0.4
CC(C)Oc1ccccc1C1CC(=O)Nc2c1c(=O)n(C)c(=O)n2C (stereo unspecified)	1.1	-11	-8	5	0	/	1	-6	1.1
CC(C)C(C(=O)NCC1CCCO1)N(Cc1ccco1)C(=O)CNS(=O)(=O)c1ccccc1 (stereo unspecified)	0.8	24	15	1	-24	0.96	4	-3	0.9
C/C(=N\Nc1cc(Cl)nc(C)n1)c1ccc(C)cc1	/	/	/	4	-2	0.0037	/	-11	/
COc1cc(OC)c(S(=O)(=O)NCc2ccco2)cc1S(=O)(=O)NCc1ccco1	1.1	-9	-7	13	-43	-0.33	5	4	1.1
CCOc1cccc(C(=O)Nc2ccc3oc(Cc4ccc(Cl)cc4)nc3c2)c1	0.5	47	58*	28	-10	0.3	-5	23	0.4
Cn1c(CCC(=O)Nc2ccc(N3CCOCC3)cc2)nc(=O)c2ccccc21	1	4	4	-9	-2	-0.0051	3	2	1
O=C1CC(SC(=Nc2ccccc2)Nc2ccccc2)C(=O)N1c1cccc2ccccc12 (stereo unspecified)	0.9	10	17	-22	-2	0.79	/	-5	0.8
Cc1cc(OCC(=O)NCCN2CCOCC2)ccc1Br	0.2	85*	-9	-26	12	-1.5	5	0	1.1

A few values from the entries so far:
Entry of CC(C)C(C(=O)NCC1CCCO1)N(Cc1ccco1)C(=O)CNS(=O)(=O)c1ccccc1 (stereo unspecified) in CYP2C19 inhib: 24
Entry of CCCCN(c1ccccc1)c1ncnc(N)c1[N+](=O)[O-] in CYP2C19 inhib: 22

Remaining list, next part
SMILES	CYP2C19 act	CYP2C19 inhib	CYP2C9 inh	HUVEC tox IL1B	HUVEC tox TNFa	DAT uptake mod	Calb biofilm kill	VCAM1 TNFa inh	CYP2C9 act
Cc1ncoc1C(=O)Nc1ccc(Oc2ccccc2)cc1	0.9	12	9	-25	-31	-0.28	0	-24	0.9
CCc1nnc(NC(=O)c2c(O)c3cccc4c3n(c2=O)CC4)s1	1.1	-5	-2	/	/	/	-1	/	1
CCCN1C(=O)c2ccc(C(=O)Nc3cc(C)on3)cc2C1=O	0.9	9	-3	-13	/	0.15	3	/	1
CC1(C)Cc2c(c(N3CCOCC3)nc3snc(NC(=O)c4ccccc4)c23)CO1	0.9	6	88*	-4	1	-0.027	-7	-4	0.1
N#CN=C(N)c1ccccc1	1.1	-7	-1	15	4	1.4	3	-9	1
COc1ccc(S(=O)(=O)N2Cc3ccccc3CC2C(=O)O)cc1OC (stereo unspecified)	1	-1	-6	4	-27	-0.03	1	12	1.1
CCCOc1nnnn1-c1ccccc1	0.6	38	2	-7	-6	0.042	4	19	1
